Screening data: PubChem, several laboratories
FAS-TE inh: blocks the thioesterase domain of human fatty acid synthase | recombinant FAS-TE, OMFH fluorogenic substrate, fluorescence endpoint | inhibition, % at 15 µM | actives 0.67% (n = 360,000);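 active = compounds whose normalised, plate-corrected inhibition of enzyme fluorescence in the single-dose primary screen is 50% or more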;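 note: 0% = DMSO with enzyme and 100% = substrate without enzyme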
Neddylation inh: blocks human cullin neddylation; actives 0.58% (n = 360,000); TR-FRET cullin neddylation, biochemical; AID 651699; calls only at 25 µM; in the data active = inhibition above about 36%
Target sequence (P61081 whole entry, looked up): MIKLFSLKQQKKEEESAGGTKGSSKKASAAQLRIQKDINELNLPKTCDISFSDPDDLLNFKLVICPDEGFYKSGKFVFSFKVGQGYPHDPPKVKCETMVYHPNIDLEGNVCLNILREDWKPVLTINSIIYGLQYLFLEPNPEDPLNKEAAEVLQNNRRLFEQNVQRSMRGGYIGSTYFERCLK
Target sequence (Q13564 whole entry, looked up): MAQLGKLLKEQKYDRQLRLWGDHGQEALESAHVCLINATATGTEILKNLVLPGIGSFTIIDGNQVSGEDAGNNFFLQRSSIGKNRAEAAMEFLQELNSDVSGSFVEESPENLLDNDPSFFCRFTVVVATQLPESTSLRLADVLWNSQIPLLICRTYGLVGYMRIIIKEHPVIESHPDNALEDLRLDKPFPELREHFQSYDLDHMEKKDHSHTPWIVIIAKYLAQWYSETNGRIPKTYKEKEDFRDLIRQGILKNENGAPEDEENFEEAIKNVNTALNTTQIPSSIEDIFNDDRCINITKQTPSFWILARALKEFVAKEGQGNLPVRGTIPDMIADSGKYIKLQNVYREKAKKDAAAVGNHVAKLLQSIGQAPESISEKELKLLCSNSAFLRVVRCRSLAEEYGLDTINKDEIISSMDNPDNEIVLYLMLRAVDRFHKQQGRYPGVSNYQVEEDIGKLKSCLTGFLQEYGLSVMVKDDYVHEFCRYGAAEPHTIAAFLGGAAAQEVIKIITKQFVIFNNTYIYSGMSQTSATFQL
MT1-MMP act inh: inhibitors of human MT1-MMP activation; P50281; HT1080 RFP-PRO-GFP cells, GFP/RFP ratio fluorescence, overnight; percent of plate control window, DMSO zero; GFP/RFP ratio change, % at 20 µM; actives 0.061% (n = 360,000);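 active = GFP/RFP ratio change of at least 30% with cell ATP level not reduced by more than half and red fluorescence within 50% of control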; note: strong numbers were not always called active
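Assay system: HT1080 RFP-PRO-GFP cells. Benchmarks: DMSO vehicle wells and RFP-L50D-GFP reporter cell wells. Times: overnight cell settling, then overnight compound exposure, 37 °C, 5% CO2. Compound: 20 µM single dose, 1% DMSO. Read-out basis: GFP/RFP fluorescence ratio.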
SKN-1 block: inhibitors of C. elegans SKN-1; inhibition, % at 21.8 µM; actives 0.49% (n = 360,000); C. elegans VP596 Pgst-4::GFP/RFP ratio, acrylamide-induced, 24 h;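 active = interference check ratio from 0.5 to 1.5 plus GFP to RFP signal ratio inhibition reaching or exceeding a fixed threshold, cut at about 30% in these data, passing the limit was not always enough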; note: some compounds called inactive have numbers as strong as hits
NRP1-CendR mod: NRP-1/CendR interaction modulation; inhibition, % at 25 µM; actives 0.85% (n = 360,000); FAM-RPARPAR peptide binding to NRP-1, fluorescence polarization; AID 602438;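 active = inhibition or corrected inhibition above about 18%, plus a signal ratio from 0.5 to 1.5, limit read from the data, passing the limit was not always enough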; note: strong numbers were not always called active
E coli Lon inh: E. coli protease La inhibition; purified E. coli Lon protease, fluorescence polarization; actives 0.42% (n = 360,000); AID 602123; inhibition, % at 7.94 µM; P0A9M0; in the data active = inhibition above about 13%, passing the limit was not always enough;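 note: 0% = enzyme with probe and DMSO and 100% = no enzyme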
bovine MsrA act: activators of bovine methionine sulfoxide reductase A; purified bovine MsrA, absorbance read-out; AID 602163; activation, % at 10.6 µM; actives 0.3% (n = 360,000); in the data active = activation above about 7.5%;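 note: 0% = vehicle and 100% = reference activator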
Rin1-Abl PPI inh: blocks binding of human Rin1 to Abl; inhibition, % at 7.35 µM; P00519+Q13671; actives 0.4% (n = 360,000); TR-FRET Rin1/Abl binding, biochemical; AID 588664; in the data active = inhibition above about 5%, passing the limit was not always enough
MLLE-PAM2 inh: blocks PAM2 peptide binding to the PABP1 MLLE domain. GST-MLLE / FITC-PAM2 fluorescence polarization. inhibition, % at 20 µM. actives 0.36% (n = 360,000). AID 588489; in the data active = inhibition above about 35%, passing the limit was not always enough;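 note: plate controls were DMSO wells with GST-MLLE for no effect and wells lacking GST-MLLE protein for full effect; some results filed as inactive read as strong as hits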
Numbers without * were called inactive; i = inactive; . = not tested or not shown; + = active, no number. Compounds as they come, and some 4% of all compounds hit somewhere here.

Compound,SKN-1 block,Rin1-Abl PPI inh,FAS-TE inh,E coli Lon inh,NRP1-CendR mod,bovine MsrA act,MT1-MMP act inh,Neddylation inh,MLLE-PAM2 inh
O=C(COC(=O)Cc1ccc(Cl)c(Cl)c1)Nc1ccc2[nH]c(=O)[nH]c2c1,-11.5,-0.7,-5.7,0.2,0.7,-4.0,1.1,i,-11.8
c1ccc(C[n+]2cccc3c4ccccc4ccc32)cc1,8.4,-6.8,-5.9,-10.5,-4.5,-0.4,-8.7,+,-9.4
O=C(CSc1nnnn1-c1ccc(C(=O)O)cc1)NC1CC1,-10.3,2.0,-1.2,8.6,7.1,-7.4,2.4,i,1.4
O=C(CN1C(=O)NC(c2ccccc2)(c2ccccc2)C1=O)NCc1ccco1,0.3,2.4,-4.2,-11.3,-25.6,-4.0,2.2,i,-16.6
CCN1CCC(=NNC(=O)c2ccco2)CC1,8.4,-1.6,-4.4,-1.9,8.1,-5.0,-0.9,i,-8.2
C/C=C(\C)C(=O)OC(C)(C)[C@@H]1Cc2cc3ccc(=O)oc3cc2O1,5.4,-0.6,13.2,-4.7,14.2,-2.4,1.9,.,-1.7
CCOC(=O)C(C(=O)Nc1ccccn1)C1CCCCC1 (stereo not drawn),2.9,5.3,-8.3,-7.1,4.1,-3.5,-4.5,i,-107.2
O=C(NCCCc1ccccc1)C(=O)c1c[nH]c2ccccc12,-13.8,-3.1,10.9,-2.7,15.1,-3.3,-0.6,i,13.8
CC(C)CCc1noc(CN2CCC(C(=O)N3CCOCC3)CC2)n1,3.1,-2.4,-7.4,-14.2,-5.4,-2.2,5.1,i,-1.9
CC1=C(C)C(=O)N(c2ccc(C(=O)O)cc2)C1=O,25.4,1.1,-9.3,1.0,9.2,-0.4,3.9,i,-1.1
COc1ccc(Cc2nc(-c3cccnc3)no2)cc1OC,3.8,0.1,-1.1,0.5,5.3,-1.6,1.8,i,8.0
CN(/N=C/c1ccc2c(c1)OCO2)c1ccccc1,20.9,0.1,27.1,-5.3,-1.6,-2.6,-2.3,i,-6.7
CC(=O)NC(c1ccc(F)c(F)c1)c1nc(-c2ccc3c(c2)OCO3)cs1 (stereo not drawn),12.1,-2.1,11.7,-0.3,-3.7,-3.4,-4.4,i,2.1
CCC(=O)N1CCc2cc(S(=O)(=O)CCC(=O)Nc3ccc(C)c(F)c3)ccc21,-14.6,-2.1,-0.3,-5.5,-1.6,-8.5,-3.7,i,14.2
O=C(NCCC(=O)N(CCc1ccccc1)Cc1ccccc1)c1ccc(Br)cc1,-8.9,-0.2,23.7,-5.8,1.6,-0.5,-7.3,i,12.7
CC(=O)c1cccc(NC(=S)NC(=O)c2ccc(C)cc2Cl)c1,0.3,2.2,14.3,-9.2,11.0,-3.9,-1.3,i,27.3
COc1ccc(C(CC(=O)c2ccccc2)S(=O)(=O)c2ccccc2)cc1 (stereo not drawn),6.8,-0.3,-8.2,-2.3,-5.7,-8.3,0.5,i,11.5
COc1ccc(NC(=S)N2CCNC(=O)C2CC(=O)Nc2cccc(Cl)c2C)cc1 (stereo not drawn),-6.8,0.7,6.5,-2.5,-0.7,-5.2,0.2,i,-96.0
O=C(Nc1ccc2cccnc2c1)c1ccc(Br)cc1,10.6,-1.4,24.3,1.6,-10.5,-2.2,-0.5,i,3.9
O=C1Nc2ccccc2C(=O)N2C[C@@H](O)C[C@H]12,0.0,-1.8,-3.1,6.4,3.1,-2.8,3.2,i,-0.9
CC12CCC(=O)N1C(C(=O)Nc1nc3ccc(F)cc3s1)CS2 (stereo not drawn),20.9,0.0,-2.8,-3.3,1.0,-1.8,-4.1,i,5.1
O=C(Nc1ccccc1F)N1CCCC1c1cccnc1 (stereo not drawn),-6.3,-0.5,-7.6,1.2,3.1,-1.6,-1.0,i,1.0
CN(c1nc(-c2ccccc2)cs1)C1CCS(=O)(=O)C1 (stereo not drawn),5.7,-1.2,-4.2,-6.2,5.8,-1.2,2.5,i,-7.3
CCS(=O)(=O)c1nc2ccccc2n1Cc1ccccn1,0.1,-2.9,-4.4,5.3,-3.4,0.6,0.6,i,6.5
O=C(Nc1cccc(F)c1)C1CCCN(C(=O)c2ccc(Cl)cc2)C1 (stereo not drawn),-1.7,2.7,0.4,1.8,2.4,3.2,-3.5,i,-33.6

Entries of single compounds, quoted from the list:
`CC(=O)NC(c1ccc(F)c(F)c1)c1nc(-c2ccc3c(c2)OCO3)cs1` (stereo not drawn) across the screens: SKN-1 block: 12.1; Rin1-Abl PPI inh: -2.1; FAS-TE inh: 11.7; E coli Lon inh: -0.3; NRP1-CendR mod: -3.7; bovine MsrA act: -3.4; MT1-MMP act inh: -4.4; Neddylation inh: i; MLLE-PAM2 inh: 2.1
`CC1=C(C)C(=O)N(c2ccc(C(=O)O)cc2)C1=O` across the screens: SKN-1 block: 25.4; Rin1-Abl PPI inh: 1.1; FAS-TE inh: -9.3; E coli Lon inh: 1.0; NRP1-CendR mod: 9.2; bovine MsrA act: -0.4; MT1-MMP act inh: 3.9; Neddylation inh: i; MLLE-PAM2 inh: -1.1

Continuation.
Compound,SKN-1 block,Rin1-Abl PPI inh,FAS-TE inh,E coli Lon inh,NRP1-CendR mod,bovine MsrA act,MT1-MMP act inh,Neddylation inh,MLLE-PAM2 inh
CCOC(=O)C1=CC[C@]2(C)c3c(c4ccccc4n3C)C(=O)C1N2C,17.8,-1.0,-4.1,-2.6,-13.8,-2.9,-2.4,i,4.2
O=C(Nc1ncn[nH]1)c1cccc(F)c1,4.1,-0.1,-10.2,-0.8,10.0,-2.6,0.9,i,-10.9
N=C1C(c2nc3ccccc3s2)=C(O)CN1NC(=O)c1ccc([N+](=O)[O-])cc1,7.0,0.8,-6.3,-8.3,-25.9,-3.5,-0.3,i,6.8
Cc1noc(C)c1NC(=O)N(C)C[C@H]1Oc2ccc(NC(=O)Nc3ccccc3)cc2C(=O)N([C@H](C)CO)C[C@@H]1C,1.7,-2.8,-8.0,-8.0,6.2,-4.5,4.8,i,-11.6
O=S(=O)(NCCNc1nccc(C(F)(F)F)n1)c1ccccc1,8.9,2.1,-1.0,3.6,-13.0,-1.8,1.2,i,-12.9
CCOC(=O)[C@]12CCC=C1N(Cc1ccco1)C(=O)[C@H](CC(=O)NCC13CC4CC(CC(C4)C1)C3)C2,6.3,.,3.7,-2.7,-3.9,2.0,-3.8,i,.
O=C1N(Cc2ccc(F)cc2Cl)c2ccccc2C12OCCCO2,6.8,0.1,17.5,0.6,-2.5,-2.2,3.8,i,-8.0
CCc1nnc(NS(=O)(=O)c2ccc(NC(=S)Nc3ccc(F)cc3)cc2)s1,3.5,-2.2,-16.7,-5.6,-3.7,-2.2,-1.1,i,-11.6
Cc1ccc2c(c1)NC(=O)[C@@]1(C)[C@@H](c3ccccc3)[C@H]3COc4ccc(Cl)cc4[C@@H]3N1C2=O,9.3,-3.3,15.6,-5.7,-8.6,-2.3,-7.5,i,6.1
CC(C)N1CCC(=O)NC1=O,21.4,-2.7,-5.6,8.2,21.3,-3.9,-0.7,i,-4.2
O=C1C=C(Nc2cccc(O)c2)CC(c2ccco2)C1 (stereo not drawn),-9.1,-4.8,-8.4,16.5,-0.7,2.9,-13.7,i,18.9
COCCCNC(=O)c1ccc([N+](=O)[O-])cc1,3.2,0.6,2.3,5.6,13.9,-2.6,3.3,i,-1.8
CC(=O)Nc1ccc(NC(=O)COC(=O)Cc2cccs2)cc1,-16.4,1.9,-9.1,-3.8,-6.6,-9.5,-0.3,i,-6.5
Cc1cc(C)c2c(CC(=O)NNC(=O)c3ccccc3)coc2c1,8.1,-0.1,-0.1,-13.6,-14.2,4.5,2.3,i,-14.6
CC(C)Cn1c(N)c(C(=O)COC(=O)c2ccc(F)cc2)c(=O)n(C)c1=O,3.4,-0.5,6.0,-2.6,2.9,-1.9,0.3,i,-10.8
COc1cccc2nc3cc(C)c(C)cc3nc12,-16.1,-4.8,-4.1,1.2,5.9,-4.8,4.0,i,20.4
CCOc1cc(/C=C2\NC(=S)N(C)C2=O)ccc1OCc1ccc(C(=O)O)cc1,1.6,0.8,-1.9,3.9,-30.9,-6.3,-3.8,i,-133.3
CCOC(=O)C1CCCN(S(=O)(=O)c2ccc3c(c2)N(C)C(=O)CC(=O)N3C)C1 (stereo not drawn),18.4,0.0,-5.3,1.8,10.9,-2.4,0.1,i,-32.7
COc1ccc(OC)c(NC(=O)C2CC(C)=C(C)CC2C(=O)O)c1 (stereo not drawn),-5.6,2.7,-2.6,-4.0,14.2,-3.7,1.0,i,1.8
O=C(NCc1ccccn1)c1ccc(NS(=O)(=O)c2ccccc2)cc1,-7.8,1.4,-2.8,-1.0,22.1*,0.0,-0.5,i,-5.9
O=C(NCCCCc1ccccc1)c1cccc(NC(=O)c2ccccc2)c1,11.3,-0.7,13.6,-7.3,-8.4,0.5,-1.7,i,2.4
CCCc1nnc(NC(=O)CCC(=O)Nc2ccc(Cl)cc2)s1,-8.7,-1.9,-1.9,0.1,-6.3,-5.2,-1.4,i,12.2
COc1cccc(-n2c(Cn3nc(C(F)(F)F)cc3C)n[nH]c2=S)c1,1.0,0.0,-11.2,-13.1,-6.2,1.4,4.3,i,-27.1
CS(=O)(=O)c1sc2nc(-c3cccs3)cc(-c3ccccc3)c2c1N,3.5,-4.1,18.0,20.3*,-12.1,-3.6,-14.4,i,6.3
Cc1ccc(N2CN(Cc3ccco3)CNC2=S)c(C)c1,2.5,0.2,-8.8,8.7,1.9,-3.5,0.3,i,-42.0

Compound,SKN-1 block,Rin1-Abl PPI inh,FAS-TE inh,E coli Lon inh,NRP1-CendR mod,bovine MsrA act,MT1-MMP act inh,Neddylation inh,MLLE-PAM2 inh
Cc1csc(NC(=O)CSc2nc(=O)n(CCN(C)C)c3c2CCCC3)n1,5.6,-0.4,-7.4,6.8,9.2,-2.4,0.8,i,6.6
COC(=O)c1c(C)oc2cc(Br)c(OCC(=O)C(C)(C)C)cc12,-5.9,-2.4,4.9,2.2,0.5,-2.4,9.7,i,-3.8
CCOc1ccc(N2C(=O)/C(=C/c3cc(OC)c(OC)c(OC)c3)N(CC(=O)OC)C2=S)cc1,-24.1,0.6,10.5,-5.4,-17.5,3.1,-7.9,i,2.6
CCCCOc1ccc(S(=O)(=O)N2CCCCC2)cc1,10.2,-0.9,22.6,-15.9,8.1,-1.7,5.7,i,14.1
CCC(=O)Nc1cccc(NC(=O)CSc2nnc(-c3ccc(NS(C)(=O)=O)cc3)n2CC)c1,-2.9,1.2,-8.4,7.5,0.9,-9.5,4.3,i,3.9
Cc1ccccc1COC(=O)CCCC1=NS(=O)(=O)c2ccccc2N1,1.5,0.1,2.4,4.9,9.6,-3.0,-7.5,i,-14.3
CCCOc1ccc(C(CC(=O)O)NC(=O)C(c2ccccc2)c2ccccc2)cc1 (stereo not drawn),0.7,0.2,25.9,-9.8,8.1,-2.1,-0.9,i,-4.2
COCC(=O)Nc1nnc(C2CCCCC2)s1,-10.6,-2.4,-5.1,-1.6,-5.6,-3.8,4.1,i,10.0
Cc1ccc(S(=O)(=O)NN2C(=O)c3ccccc3NC2(C)C)cc1,0.6,1.4,-9.6,4.2,-0.5,3.6,1.3,.,8.7
CC/C(C)=C1\SC(N2CCN(C(C)=O)CC2)=NC1=O,-3.8,1.9,-3.4,-0.7,6.6,-9.1,0.6,i,9.1
CC(C)c1ccc(NC(=O)c2ccc3c(c2)CCN3S(C)(=O)=O)cc1,10.7,1.5,12.0,2.9,12.9,-0.7,4.0,i,-4.1
Cc1ccccc1NC(=O)CSc1nc2c(c(-c3ccco3)c1C#N)CCCC2,13.3,-2.1,-4.3,-9.8,-1.2,-1.2,11.3,i,-9.1
CC(C)Oc1ccc(C(=O)Nc2ccc3c(c2)n(C)c(=O)n3C)cc1,9.7,3.7,3.6,-4.7,9.1,-2.5,10.1,i,0.5
